ROCK2 inh – inhibitors of human Rho kinase 2; 60,000 compounds, 0.35% hits; AID 604; O75116; inhibition, % at 6 µM; purified ROCK2, Kinase-Glo ATP depletion luminescence;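 active = inhibition above the screen-wide mean inhibition plus 3 SD, cut at about 18% in these data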;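 also: plate controls were DMSO wells for no effect and Y-27632 control wells after no-enzyme background subtraction for full effect; many of its hits are not listed in these tables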
PKA inh – inhibitors of human protein kinase A; PKA Kemptide phosphorylation, Kinase-Glo ATP luminescence; inhibition, % at 6 µM; 65,000 compounds, 0.1% hits;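 active = inhibition above the screen-wide mean inhibition plus 3 SD, cut at about 21% in these data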; also: many of its hits are not listed in these tables
DUSP1 inh – inhibitors of human MKP-1 phosphatase. P28562. recombinant MKP-1, OMFP hydrolysis fluorescence. inhibition, %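 (compounds tested at a single concentration somewhere between 10 and 100 µM)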. 65,000 compounds, 0.15% hits. AID 374;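 active = inhibition above about 50%, limit read from the data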;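 also: 0% = DMSO max control wells and 100% = wells with enzyme stopped by NaOH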
Target sequence (P28562 whole entry, looked up): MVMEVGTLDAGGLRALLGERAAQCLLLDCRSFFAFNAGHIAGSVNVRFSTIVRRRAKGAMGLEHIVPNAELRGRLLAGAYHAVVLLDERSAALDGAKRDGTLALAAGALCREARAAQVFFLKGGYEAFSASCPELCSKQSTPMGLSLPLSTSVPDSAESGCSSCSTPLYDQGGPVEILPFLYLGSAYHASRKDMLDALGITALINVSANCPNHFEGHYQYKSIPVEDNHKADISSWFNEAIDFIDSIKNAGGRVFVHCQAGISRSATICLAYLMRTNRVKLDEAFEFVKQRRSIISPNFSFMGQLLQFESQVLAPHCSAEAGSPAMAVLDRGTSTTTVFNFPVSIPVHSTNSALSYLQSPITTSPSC
MMP-13 inhibitor – blocks human MMP13 activity. inhibition, % at 4 µM. AID 570. MMP-13 fTHP FRET cleavage, Mca fluorescence. 65,000 compounds, 0.07% hits;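 active = inhibition above the mean of compound-free control plate wells plus 3 SD, cut at about 14% in these data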;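 also: 0% = DMSO wells and 100% = wells with reference MMP-13 inhibitor after basal subtraction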
JNK3 blocker – inhibitors of human JNK3 kinase. AID 746. P53779. 60,000 compounds, 0.61% hits. inhibition, % at 8 µM. purified JNK3 kinase activity, HTS; in the data active = inhibition above about 17%;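 also: 0% = DMSO and 100% = reference inhibitor; many of its hits are not listed in these tables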
Jurkat viability – cytotoxic compounds reducing Jurkat cell viability. AID 463. Jurkat E6.1 viability, ATP luminescence, 48 h. inhibition, % at 4 µM. 56,000 compounds, 1.2% hits;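 active = inhibition above the mean inhibition of all tested compounds plus 3 SD, cut at about 28% in these data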
HEK293 NFkB inh – lowers PMA/ionomycin-induced NF-kB signal in HEK293 cells; HEK-293 NF-kB luciferase reporter, luminescence; AID 465; inhibition, % at 3 µM; 62,000 compounds, 0.21% hits;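 active = inhibition above the mean of all tested compounds plus 3 SD, cut at about 40% in these data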;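 also: 0% = stimulated DMSO wells and 100% = 10 µM reference inhibitor 5653914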
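Material: HEK-293 cells with stable firefly luciferase reporter driven by four HIV NF-kB elements / Also added: PMA plus ionomycin mix as NF-kB-activating stimulus / Compound dosing: 3 µM once, 0.30% DMSO / Times: 1 h pretreatment, 16 h stimulation, 37 °C / Signal: luminescence / Evaluation: per-plate % inhibition versus controls / Benchmarks: DMSO and 10 µM reference inhibitor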
TNAP act mid DEA – activates human TNAP at intermediate phosphate acceptor concentration; purified TNAP, CDP-star luminescence, 100 mM DEA, 30 min; hits give high values; scale: 0 levamisole-inhibited, 1 vehicle-only enzyme; activation factor at 20 µM; P05186; AID 813; 64,000 tested, under 10 active;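 active = activation factor of at least 2 at 20 µM, relative to controls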
Target sequence (P05186 whole entry, looked up): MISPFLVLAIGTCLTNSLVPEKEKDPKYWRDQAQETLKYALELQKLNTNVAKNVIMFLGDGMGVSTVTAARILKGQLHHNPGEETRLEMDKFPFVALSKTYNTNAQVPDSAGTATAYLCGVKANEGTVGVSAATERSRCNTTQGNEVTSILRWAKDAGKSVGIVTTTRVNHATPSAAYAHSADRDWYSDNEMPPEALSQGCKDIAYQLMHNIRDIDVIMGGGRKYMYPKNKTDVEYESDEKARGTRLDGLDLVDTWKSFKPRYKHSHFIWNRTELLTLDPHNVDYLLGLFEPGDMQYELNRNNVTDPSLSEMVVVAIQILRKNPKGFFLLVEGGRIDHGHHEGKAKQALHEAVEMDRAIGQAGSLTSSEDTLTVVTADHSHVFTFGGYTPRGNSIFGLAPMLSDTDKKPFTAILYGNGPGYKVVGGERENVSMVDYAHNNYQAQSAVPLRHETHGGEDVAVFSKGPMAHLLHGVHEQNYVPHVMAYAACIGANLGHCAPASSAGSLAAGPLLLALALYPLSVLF
Cdc25B block – human M-phase inducer phosphatase 2 inhibition; P30305; recombinant Cdc25B, OMFP fluorescence Ex485/Em525; inhibition, %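 (compounds tested at 10 µM final in the well)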; 65,000 compounds, 0.1% hits; AID 368; in the data active = inhibition above about 50%
An asterisk follows results filed as active; . = not tested or not shown.

entry | canonical_smiles | TNAP act mid DEA | Cdc25B block | JNK3 blocker | MMP-13 inhibitor | Jurkat viability
1 | O=C(Cn1cc2c(n1)CCCC2)NCc1cccc(Cl)c1 | 0.9 | -16 | -2 | 1 | 1
2 | COc1cccc(NC(=O)CNC(=O)c2ccc(F)cc2)c1 | 0.9 | 5 | 8 | 4 | 3
3 | COCCCn1c(SCC(=O)NC(C)C)nnc1-c1ccccc1 | 0.9 | 6 | 0 | -7 | 3
4 | Cc1ccc(-n2cnnn2)c2cccnc12 | 0.8 | -7 | 3 | -4 | 2
5 | CC(=O)N=C1SC2CS(=O)(=O)CC2N1c1cccc(Cl)c1Cl (configuration not stated) | 1 | -9 | 6 | 4 | -3
6 | COc1ccc2c(c1)CCc1c(C(=O)NCc3ccc(F)cc3)noc1-2 | 0.9 | -13 | 1 | 0 | 2
7 | Cc1cccc(-n2c(=O)cc(N3CCN(c4ccc(F)cc4)CC3)[nH]c2=O)c1 | 0.9 | -5 | 8 | -5 | -2
8 | CCCOc1ccc(C(=O)NCc2ccco2)cc1 | 0.9 | -4 | -2 | -3 | -6
9 | CCN1CCN(c2ccc(NC(=O)c3ccc4c(c3)OCO4)cc2)CC1 | 0.9 | 0 | 0 | 5 | 3
10 | CCCC(=O)Nc1ccc(C(=O)O)cc1NC(=O)CCC | 0.9 | -2 | 1 | 0 | -2
11 | O=C(CSc1nc2ccccc2c(=O)n1CC1CCCCC1)N1CCOCC1 | 0.9 | -3 | 0 | -3 | .
12 | COCCOC(=O)C1=C(C)NC(=O)N(C(C)=O)C1c1ccc(Cl)cc1 (configuration not stated) | 0.9 | -10 | -2 | -6 | 0
13 | CN(c1ccccc1C(=O)N1CCN(c2cccc(Cl)c2)CC1)S(C)(=O)=O | 0.8 | -9 | -7 | 5 | -6
14 | CCOC(=O)CSc1nnc(-c2cccs2)n1-c1ccccc1 | 0.9 | -2 | 1 | 2 | 8
15 | CN(C(=O)c1ccccc1)C1(C)CCS(=O)(=O)C1 (configuration not stated) | 0.9 | 1 | 0 | 2 | -12

entry | HEK293 NFkB inh | DUSP1 inh | PKA inh | ROCK2 inh
1 | 2 | -5 | -7 | 2
2 | 9 | 15 | 11 | 4
3 | 23 | -12 | -8 | -3
4 | 18 | -11 | 8 | 6
5 | 3 | 20 | 7 | 6
6 | 10 | 8 | 1 | -5
7 | 25 | 0 | 6 | 3
8 | -12 | 4 | 4 | 3
9 | -5 | 22 | 3 | -4
10 | 6 | -14 | 6 | 9
11 | . | -19 | 6 | 9
12 | 14 | 30 | -3 | -3
13 | -3 | 5 | 9 | 8
14 | 2 | -2 | 11 | 6
15 | -11 | 1 | 9 | 6

(continued)
entry | canonical_smiles | TNAP act mid DEA | Cdc25B block | JNK3 blocker | MMP-13 inhibitor | Jurkat viability
16 | C=CCn1c(SCC(=O)C(C)(C)C)nnc1-c1ccccn1 | 0.9 | -3 | -8 | 2 | 1
17 | COCCNC(=O)c1noc2c1CCc1cc(OC)ccc1-2 | 0.9 | -15 | 2 | -9 | -2
18 | Cc1cccc(CSC2=NCCN2C(=O)c2ccc(Br)o2)c1 | 0.8 | -15 | 0 | 0 | -3
19 | CCCCN(C)C(=O)CS(=O)(=O)Cc1nc(-c2cccc(OC)c2)oc1C | 0.9 | -13 | 6 | 0 | -4
20 | CSc1ccccc1NC(=O)c1c(Br)cnn1C | 0.9 | -20 | 1 | 1 | .
21 | Cn1cc(CC(=O)Nc2cccc(C#N)c2)c2ccccc21 | 0.9 | 1 | . | 3 | .
22 | CC1CCCN(Cc2nc3c(c(=O)n(C)c(=O)n3C)n2Cc2c(F)cccc2Cl)C1 (configuration not stated) | 0.9 | -31 | -4 | 5 | 0
23 | COc1ccc(-c2cn3c(C)c(C(=O)NCc4ccc5c(c4)OCO5)sc3n2)cc1 | 1.1 | -6 | -6 | 3 | -1
24 | Cc1cc(C)cc(OCC(=O)Nc2nonc2NC(=O)COc2cc(C)cc(C)c2)c1 | 1.1 | 6 | 4 | -4 | -3
25 | Cc1ccc(C(=O)NC2CC3CCCC(C2)N3C(=O)NC2CCCCC2)cc1 (configuration not stated) | 0.9 | 6 | 5 | -2 | -2
26 | CC1CCCCN1C(=O)CSCC(=O)Nc1nc(-c2cccs2)cs1 (configuration not stated) | 0.9 | 2 | -10 | 5 | 6
27 | O=C1CC(N2CCCCCC2)C(=O)N1c1ccc2c(c1)OCO2 (configuration not stated) | 1 | 0 | -7 | -3 | -5
28 | CCOc1cc(C(=O)N2CCCC2)cc(OCC)c1OCC | 0.9 | 3 | 7 | 5 | -1
29 | CCc1nc2oc3ccccc3c(=O)c2c(=O)n1Cc1ccccc1 | 0.9 | -1 | 2 | 0 | 7
30 | CC(C)(C)NC(=O)CN(C(=O)CCN1CCCc2ccccc21)C(C)(C)C | 1 | -15 | . | 2 | .

entry | HEK293 NFkB inh | DUSP1 inh | PKA inh | ROCK2 inh
16 | 1 | 6 | 7 | 5
17 | -17 | -17 | 10 | 2
18 | -8 | 3 | 3 | 2
19 | -3 | 0 | 2 | 3
20 | . | -10 | 4 | -10
21 | 8 | 2 | 1 | .
22 | 7 | 15 | 3 | 2
23 | 15 | -5 | 4 | 0
24 | 6 | 24 | 9 | 9
25 | 7 | -2 | -9 | -1
26 | 8 | -1 | -9 | -1
27 | -2 | -6 | 8 | 6
28 | 0 | -12 | 12 | 3
29 | 6 | 20 | 13 | 7
30 | 25 | 15 | 2 | .

The list continues:
entry | canonical_smiles | TNAP act mid DEA | Cdc25B block | JNK3 blocker | MMP-13 inhibitor | Jurkat viability
31 | CCc1ccc2oc(-c3cc(N)ccc3Cl)nc2c1 | 0.9 | -8 | 5 | -42 | 1
32 | CCOCC(=O)Nc1nnc(SCCOC)s1 | 0.9 | 47 | -4 | 0 | -2
33 | CC(C)n1c(C(O)c2ccc3c(c2)OCO3)nc2ccccc21 (configuration not stated) | 1 | -2 | 0 | 6 | 2
34 | Cc1noc(C)c1CSCC(=O)OCc1nc2ccccc2c(=O)n1CC#N | 0.9 | -5 | . | 2 | .
35 | COC(=O)C(C)Sc1nc2c(c(=O)[nH]c(=O)n2C)n1CCC(C)C (configuration not stated) | . | -18 | -1 | 4 | -1
36 | CC(c1ccccc1)C1NC(C(=O)O)CS1 (configuration not stated) | 0.9 | -15 | -4 | 1 | -3
37 | O=c1[nH]c2cc3c(cc2cc1C(c1nnnn1C1CCCCC1)N1CCSCC1)OCCO3 (configuration not stated) | 0.9 | 18 | -7 | -51 | 2
38 | CCC(C)NC(=O)C1(C)CCC(=O)N1Cc1ccccc1OC (configuration not stated) | 0.9 | 0 | 2 | -5 | -2
39 | COc1ccc(S(=O)(=O)NCc2ccc3c(c2)cc(C)n3C)cc1 | 0.9 | -5 | 2 | -17 | -2
40 | COc1ccc(CNc2cc(C)ccc2C)c(OC)c1OC | 0.9 | -14 | 1 | -1 | 1
41 | CCNc1nc(SCCOc2ccccc2)nc(N(C)C)n1 | 1.1 | -11 | 2 | 4 | -5
42 | CCOC(=O)C(C)n1cnc2sc3c(c2c1=O)CCC3 (configuration not stated) | 0.9 | -7 | -6 | 2 | 0
43 | O=C(Nc1ccccc1)N1CCCC(c2nc(-c3cccs3)no2)C1 (configuration not stated) | 0.9 | -7 | 3 | -2 | -1
44 | O=C(Nc1ccc2c(c1)OCO2)c1noc2c1CCCCC2 | 0.9 | 3 | -1 | -2 | 6
45 | CC(C)Oc1ccc(C(=O)N2CCCc3ccccc32)cc1 | 1 | -10 | 1 | 1 | 0

entry | HEK293 NFkB inh | DUSP1 inh | PKA inh | ROCK2 inh
31 | -32 | -13 | -2 | -2
32 | -2 | -3 | 0 | 0
33 | 10 | 2 | 8 | 2
34 | 15 | 42 | 6 | .
35 | 13 | -2 | 9 | 7
36 | 7 | 16 | 6 | 6
37 | 2 | 7 | 13 | 3
38 | 8 | 6 | 4 | 2
39 | 13 | -6 | 3 | 1
40 | 16 | 0 | -1 | 0
41 | 12 | 18 | 3 | 4
42 | 5 | 12 | -5 | -1
43 | 14 | 12 | 6 | 3
44 | -32 | 0 | 3 | -2
45 | 17 | 8 | 4 | 3

Three entries from above, in markdown:
| # | SMILES | TNAP act mid DEA | Cdc25B block | JNK3 blocker | MMP-13 inhibitor | Jurkat viability | HEK293 NFkB inh | DUSP1 inh | PKA inh | ROCK2 inh |
| --- | --- | --- | --- | --- | --- | --- | --- | --- | --- | --- |
| 29 | CCc1nc2oc3ccccc3c(=O)c2c(=O)n1Cc1ccccc1 | 0.9 | -1 | 2 | 0 | 7 | 6 | 20 | 13 | 7 |
| 2 | COc1cccc(NC(=O)CNC(=O)c2ccc(F)cc2)c1 | 0.9 | 5 | 8 | 4 | 3 | 9 | 15 | 11 | 4 |
| 25 | Cc1ccc(C(=O)NC2CC3CCCC(C2)N3C(=O)NC2CCCCC2)cc1 (configuration not stated) | 0.9 | 6 | 5 | -2 | -2 | 7 | -2 | -9 | -1 |

Compounds 38–40, quoted:
entry | canonical_smiles | TNAP act mid DEA | Cdc25B block | JNK3 blocker | MMP-13 inhibitor | Jurkat viability
38 | CCC(C)NC(=O)C1(C)CCC(=O)N1Cc1ccccc1OC (configuration not stated) | 0.9 | 0 | 2 | -5 | -2
39 | COc1ccc(S(=O)(=O)NCc2ccc3c(c2)cc(C)n3C)cc1 | 0.9 | -5 | 2 | -17 | -2
40 | COc1ccc(CNc2cc(C)ccc2C)c(OC)c1OC | 0.9 | -14 | 1 | -1 | 1

entry | HEK293 NFkB inh | DUSP1 inh | PKA inh | ROCK2 inh
38 | 8 | 6 | 4 | 2
39 | 13 | -6 | 3 | 1
40 | 16 | 0 | -1 | 0

Other records:
entry | canonical_smiles | TNAP act mid DEA | Cdc25B block | JNK3 blocker | MMP-13 inhibitor | Jurkat viability
46 | O=C(O)CCCC(=O)N(Cc1ccccc1)Cc1ccccc1 | 1 | -2 | 0 | -7 | -1
47 | O=c1[nH]c(=S)[nH]nc1Cc1ccccc1 | 0.9 | -14 | . | 6 | .
48 | NC(=O)c1ccccc1NC(=O)c1ccccc1F | 0.9 | -4 | 13 | 0 | -10
49 | CC1(C)CC(=O)N(CC(=O)O)c2ccccc2S1 | 0.9 | -7 | . | 1 | .
50 | O=C(c1ccco1)N1CCN(c2nc(C(F)(F)F)nc3c2nnn3Cc2ccccc2)CC1 | 0.8 | 0 | -4 | -6 | 13
51 | Cn1c(NCc2ccccc2Cl)nc2ccccc21 | 0.9 | -10 | -1 | 3 | -4
52 | CC1(C)Cc2c(oc3ncn4ncnc4c23)CO1 | 0.8 | -8 | 2 | 4 | .
53 | COc1ccc(OC)c(C(=O)Cn2nnc3ccccc3c2=O)c1 | 1 | -11 | 3 | 2 | -1
54 | C=CCOC(=O)C1=C(C)NC2(O)c3ccccc3C(=O)C12O (configuration not stated) | 0.9 | 0 | -1 | -5 | -2
55 | COc1cc(C(=O)N(C)c2nnc(-c3cccnc3)s2)cc(OC)c1OC | 0.9 | 3 | -7 | -3 | -4
56 | Cc1cc(C(=O)Nc2sc(C)c(-c3ccc(F)cc3)c2C(N)=O)no1 | 1 | -10 | 0 | -6 | -1
57 | O=C(Nc1ccc2oc(Cc3ccc(Cl)cc3)nc2c1)c1cccnc1 | 0.9 | 4 | -1 | 1 | 34*

entry | HEK293 NFkB inh | DUSP1 inh | PKA inh | ROCK2 inh
46 | 17 | 15 | 5 | 1
47 | 10 | 6 | 10 | .
48 | -1 | -7 | 0 | 3
49 | 3 | 1 | -1 | .
50 | 15 | 17 | -4 | -4
51 | -14 | 9 | 7 | 5
52 | . | -14 | 0 | -11
53 | 4 | -4 | 8 | 2
54 | -3 | -19 | 1 | 4
55 | 12 | -8 | 2 | 2
56 | -54 | -11 | 13 | 4
57 | -10 | 19 | 7 | 0

Screens: PubChem, several laboratories
